RBX1-CUL1 inh – inhibitors of human ROC1-CUL1 ubiquitin ligase activity. AID 1347404, 2020. inhibition, % at 10 µM. E3 ubiquitin-protein ligase RBX1 (Homo sapiens) + Cullin-1 (Homo sapiens), P62877+Q13616. 140,000 compounds, 0.6% hits. in vitro K48 di-Ub FRET, acceptor:donor ratio, 45 min; in the data active means inhibition above about 25%
Target sequence (P62877 whole entry, looked up): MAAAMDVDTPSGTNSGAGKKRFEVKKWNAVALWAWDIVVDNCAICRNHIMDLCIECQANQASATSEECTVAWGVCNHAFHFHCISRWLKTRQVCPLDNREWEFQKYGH
Target sequence (Q13616 whole entry, looked up): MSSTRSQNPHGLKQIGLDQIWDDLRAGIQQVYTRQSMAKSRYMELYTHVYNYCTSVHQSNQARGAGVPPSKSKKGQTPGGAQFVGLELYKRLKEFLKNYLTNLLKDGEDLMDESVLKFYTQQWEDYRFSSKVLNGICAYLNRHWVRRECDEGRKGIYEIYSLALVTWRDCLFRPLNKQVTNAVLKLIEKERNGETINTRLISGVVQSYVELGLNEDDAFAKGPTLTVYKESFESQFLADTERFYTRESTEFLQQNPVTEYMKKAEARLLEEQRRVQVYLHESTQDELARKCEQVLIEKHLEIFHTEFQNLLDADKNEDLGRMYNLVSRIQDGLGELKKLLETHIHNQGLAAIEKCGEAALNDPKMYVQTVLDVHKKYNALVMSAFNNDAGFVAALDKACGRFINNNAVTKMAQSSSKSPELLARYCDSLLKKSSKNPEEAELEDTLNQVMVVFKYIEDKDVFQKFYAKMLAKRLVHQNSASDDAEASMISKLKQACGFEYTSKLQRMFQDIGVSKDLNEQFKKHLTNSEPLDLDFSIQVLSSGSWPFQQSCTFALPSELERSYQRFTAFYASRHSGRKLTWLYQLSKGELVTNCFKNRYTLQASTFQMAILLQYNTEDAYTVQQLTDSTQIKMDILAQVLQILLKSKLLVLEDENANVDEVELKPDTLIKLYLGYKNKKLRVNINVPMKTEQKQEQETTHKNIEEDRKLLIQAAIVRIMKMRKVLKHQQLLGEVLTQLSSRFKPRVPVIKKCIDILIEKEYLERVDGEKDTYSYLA
Active calls of the source: *.

SMILES | RBX1-CUL1 inh
Cc1ccccc1-c1cnc(-c2ccncc2)nc1C1CCCN(C(=O)C(C)N2CCOCC2)C1 (stereo unspecified) | -8
Cc1nnc(NC(=O)N(C)Cc2csc(-c3ccccc3)n2)s1 | 0
Cc1ccc(NC(=O)CSc2nnc(-c3ccoc3C)o2)cc1 | 3
O=C1NC(=O)N(Cc2ccccc2)C2=NC(c3ccco3)=NC(C(F)(F)F)(C(F)(F)F)C12 (stereo unspecified) | -7
CN(CCN1CCOCC1)Cc1cnc(S(C)(=O)=O)n1CC1CCCO1 (stereo unspecified) | -10
CC(=O)N1CCC(NC2CC(=O)N(C3Cc4ccccc4C3)C2)CC1 (stereo unspecified) | -1
Cc1cc(C(=O)c2ccccc2)nc2ccccc12 | 2
O=C(NCCc1cccc(Cl)c1)c1cccc([N+](=O)[O-])c1 | -2
Cc1c(Cl)cccc1-n1nnnc1-c1cccs1 | 2
C=CCN1CCN(C(=O)c2sc3ccccc3c2Cl)CC1 | 2
COc1ccccc1N1CCN(C(=O)c2oc3cc(C)c(C)cc3c2C)CC1 | -6
CN(C)/C=C(\C(=O)c1ccccc1Cl)c1nnnn1-c1ccc(Cl)cc1 | 9
COc1cc(OC)cc(-c2cc3nc(C)c(CCC(=O)Nc4ccccc4OC)c(C)n3n2)c1 | -4
Cc1ccc(-n2c(SCCOc3ccccc3)nc3sc4c(c3c2=O)CCCC4)cc1C | -13
O=[N+]([O-])c1cccc2ccc(Br)cc12 | 4
C=CC[C@H]1CC=C[C@H](c2ccccc2)N1 | -2
COC(=O)c1c(C(=O)OC)c2c(-c3ccccc3)cc3cccc1n32 | 4
CCOc1cc(C(=O)Nc2cccc(-c3nc4ccccc4o3)c2)cc(OCC)c1OCC | -2
COc1ccc(NC(=O)C2=CC(c3cccs3)=NS(=O)(=O)N2C)cc1 | 11
CCOc1ccc(C(CC(=O)Nc2ccc(C(=O)OC)cc2)N2Cc3ccccc3C2=O)cc1OC (stereo unspecified) | -4
COc1cccc(C2CC(=O)Nc3cc4c(cc32)OCCO4)c1OC(C)C (stereo unspecified) | 3
CC(Oc1ccc(F)cc1)C(=O)Nc1ccccc1C(F)(F)F (stereo unspecified) | 0
CCCn1c2ccccc2c2cnn(CC(=O)NCCCN(CC)c3ccccc3)c(=O)c21 | -3
O=C(CC(NCCCO)C(=O)O)NCCCO (stereo unspecified) | -5
O=C(Cn1c2ncccc2c(=O)n1-c1ccccc1)Nc1ccc(F)c(F)c1 | 2
Fc1ccc(C(Nc2nc3ccccc3s2)c2ccc(F)cc2)cc1 | 13
CC(C)(C#N)c1ccc([N+](=O)[O-])cc1 | -3
CCCSc1nc2sc(C)c(C)c2c(=O)n1-c1ccc(F)cc1 | -19
COc1ccc(S(=O)(=O)NC(C)C)cc1C(=O)O | -4
COc1ccc(-n2c(SCC(=O)N3CCC(C)CC3)nc3c([nH]c4ccccc43)c2=O)cc1 | -11
CCN(C(=O)c1cccnc1)c1ccccc1C(=O)O | -6
Cc1ccc(-c2nnc(N3CCN(Cc4ccc5c(c4)OCO5)CC3)c3ccccc23)cc1 | 7
Cc1nnsc1C(=O)Nc1ccc(C(F)(F)F)cc1 | -5
CCCS(=O)(=O)c1c(S(=O)(=O)CCC)c2ccccn2c1C(=O)c1ccc(C)cc1 | 7
COC(=O)[C@@H](NC1CCN(c2ccc(C(=O)NCCN3CCOCC3)cc2)CC1)c1ccccc1 | 9
O=c1cc(-c2ccccc2)n2c(SCc3c(F)cccc3Cl)nnc2[nH]1 | -3
Cc1c(Cl)cccc1NC(=O)C1CCN(C(=O)c2ccccc2F)CC1 | 10
COc1cccc(/C=C2\SC(=Nc3ccccc3C)N(c3ccccc3C)C2=O)c1 | -7
COc1ccc(CCNC(=O)CCS(=O)(=O)c2cc(Br)cc3c2N(C(C)=O)CC3)cc1OC | -4
Cc1noc(C)c1C(=O)N1CCN(S(=O)(=O)c2ccc(F)cc2)CC1 | 6
COc1cc(/C=C2\C(=O)NN(c3ccc(C)cc3)C2=O)cc(Br)c1O | 12
CCCC(=O)N1c2ccccc2-c2nnc(SC)nc2OC1c1cc2c(cc1Cl)OCO2 (stereo unspecified) | 6
O=C(NCCC1=CCCCC1)Nc1ccc(Cl)cc1 | -2
CCc1cc(C(=O)NC2CCN(Cc3ccccc3)CC2)cs1 | 1
c1cncc(-c2nc3ccccc3c3nncn23)c1 | 3
COc1ccc(N2CCN(S(=O)(=O)c3ccc(CC(C)C)cc3)CC2)cc1 | -6
O=C(N/N=C/c1ccc(Sc2cccc3cccnc23)o1)c1ccncc1 | -9
CCOc1ccc2ccccc2c1CC1=NC(=S)N(C)C1=O | -4
CC1=NC2=C(C(=O)CC(C)(C)C2)C(c2cccc(I)c2)C1C(=O)OC1CCCCC1 (stereo unspecified) | 5
CCCCC1CN(CCNC(=O)c2ccc(N3CCN(C)CC3)cc2)Cc2ccccc2O1 (stereo unspecified) | 0
CC(C)Cn1cc(C(=O)NC(c2ccco2)C(F)(F)F)c(=O)c(C(=O)N2CCCCCC2)c1 (stereo unspecified) | 1
Cc1cccc(N2CCN(c3cc(C)nc4c(-c5ccc(Cl)cc5)c(C)nn34)CC2C)c1 (stereo unspecified) | 4
CSc1ccccc1C(=O)NCc1c(C)ncc2c1CCN(C(=O)c1cc(C)n(C)n1)C2 | 0
Cc1ccc(CNC(=O)CN2C(=O)CCn3nc(-c4ccccc4)cc32)cc1 | 8
O=C(Cn1nnnc1CN1CCCCCC1)NCCC1CCCCO1 (stereo unspecified) | -1
CCC1CCCCN1C(=O)Cn1c(=O)oc2cc(S(=O)(=O)N3CCCCC3)ccc21 (stereo unspecified) | -4
Cc1cc(C)nc(SCCS(=O)(=O)Cc2ccc(Cl)cc2)n1 | -2
Cc1ccc(NC(=O)N2CCN(c3cc(-c4noc(C)n4)ccc3C)CC2)c(C)c1 | -5
CCCOc1ccc(C(=O)/C(=C/c2cc(OC)c(OC)c(OC)c2)c2nc3ccccc3o2)cc1 | -6
CCN(CC)S(=O)(=O)c1ccc2c(c1)N(CC(=O)N(C)Cc1ccccc1)C(=O)CO2 | -1

Of the compounds above, ten have a Cl atom:
SMILES | RBX1-CUL1 inh
O=C(NCCc1cccc(Cl)c1)c1cccc([N+](=O)[O-])c1 | -2
Cc1c(Cl)cccc1-n1nnnc1-c1cccs1 | 2
C=CCN1CCN(C(=O)c2sc3ccccc3c2Cl)CC1 | 2
CN(C)/C=C(\C(=O)c1ccccc1Cl)c1nnnn1-c1ccc(Cl)cc1 | 9
O=c1cc(-c2ccccc2)n2c(SCc3c(F)cccc3Cl)nnc2[nH]1 | -3
Cc1c(Cl)cccc1NC(=O)C1CCN(C(=O)c2ccccc2F)CC1 | 10
CCCC(=O)N1c2ccccc2-c2nnc(SC)nc2OC1c1cc2c(cc1Cl)OCO2 (stereo unspecified) | 6
O=C(NCCC1=CCCCC1)Nc1ccc(Cl)cc1 | -2
Cc1cccc(N2CCN(c3cc(C)nc4c(-c5ccc(Cl)cc5)c(C)nn34)CC2C)c1 (stereo unspecified) | 4
Cc1cc(C)nc(SCCS(=O)(=O)Cc2ccc(Cl)cc2)n1 | -2

Next entries follow.
SMILES | RBX1-CUL1 inh
CCOC(=O)c1cc2ccc3ccccc3c2oc1=O | 2
COCCCN1CN=C(NS(=O)(=O)c2ccc(NC(C)=O)cc2)NC1 | -10
Cc1cc(Cl)ccc1NC(=O)CN1C(=O)C(=O)c2ccccc21 | -4
CCn1nc(C)c(-c2ccnc(NCC(c3cccnc3)N3CCCC3)n2)c1C (stereo unspecified) | 7
CCCN1CC2=C(OC(=N)C(C#N)C2c2ccccc2)/C(=C\c2ccccc2)C1 (stereo unspecified) | 6
CCC(=O)C1CCCN(C(=O)C2CCN(c3nc(C)c4ccc(S(C)(=O)=O)cc4n3)CC2)C1 (stereo unspecified) | 3
CCOc1ccc(-n2nc3ccc(NC(=S)NC(=O)c4ccc(Cl)cc4Cl)cc3n2)cc1 | -10
Cc1ccc(CC2(CCC(=O)N3CCC(c4ccccc4F)C3)CCC(=O)N2)cc1 (stereo unspecified) | -4
CCc1ccccc1NC(=O)c1ccc(Br)o1 | 0
O=S(=O)(Nc1ccccc1F)c1cc(F)ccc1F | 9
Cn1c(=O)c2c(nc(NCc3ccccn3)n2C)n(C)c1=O | 10
S=c1oc(-c2ccc(Cl)cc2)nn1CN1CCOCC1 | 3
CCC(=O)c1ccc(OCC(C)C)cc1 | -11
COc1ccc(C(=O)NCC(=O)OCc2cc(=O)n3nc(C4CCCCC4)sc3n2)cc1 | -1
Cc1nc2ccccn2c1CN(C)C(=O)c1ccc2nc(Cc3ccccc3F)oc2c1 | 10
O=C1C=CC(=O)N1c1ccc(C2(c3ccc(N4C(=O)C=CC4=O)cc3)c3ccccc3-c3ccccc32)cc1 | -1
Cn1c(=O)c2sccc2n2c(CCCC(=O)Nc3ccc(Oc4ccccc4)cc3)nnc12 | 7
Cc1ccc(NS(=O)(=O)c2ccc3c(c2)NC(=O)CCS3)cc1F | -7
COc1ccc2c(C)nc(N3CCCC(C(=O)N(C)CC4CCCCO4)C3)nc2c1 (stereo unspecified) | 3
COc1ccc(/C=C/C(=O)Nc2cc(C)nc3ccccc23)cc1 | 7
O=S(=O)(c1cccnc1)N1CCc2onc(-c3cccc4ccccc34)c2C1 | -2
Cc1noc(C)c1C(c1ccccc1)S(=O)(=O)c1ccccc1 (stereo unspecified) | 6
COc1ccc(-c2noc(CN3CCN(c4ccc(OC)cc4)CC3C)n2)cc1 (stereo unspecified) | 11
COc1ccc(N2CCN(c3ccc(-c4nc(-c5cccc(C)c5)no4)cc3[N+](=O)[O-])CC2)cc1 | 7
CC(=O)c1cc(-c2ccccc2)n(-c2ccccc2)c1C | -6
Cc1ccc2oc(-c3ccc(NC(=O)c4cccc(F)c4)c(C)c3)nc2c1 | -2
COc1ccc(Nc2ncnc3scc(-c4ccc(F)cc4)c23)cc1 | -1
O=C(N/N=C/C1CCCCC1)c1ccc(C(=O)N/N=C/C2CCCCC2)o1 | 11
COc1ccc(-c2cc(-c3ccccc3)c3c(N)c(C(=O)Nc4cc(C)cc(C)c4)sc3n2)cc1 | 4
COC(=O)c1ccccc1NC(=O)Cn1c(=O)n(CCCCC(=O)NCc2ccc3c(c2)OCO3)c(=O)c2ccccc21 | 3
Cc1c(C(C)NC(=O)Cc2ccn(C)c2)cnn1-c1ccccn1 (stereo unspecified) | 5
CC(C)CC(=O)Nc1sc2c(c1C#N)CCCCC2 | 5
Clc1cccc(CN2CCN(Cc3cn4ccccc4n3)CC2)c1 | 8
Cc1c(C(C)NCc2ccccc2)cnn1-c1ccccc1 (stereo unspecified) | 1
Cc1sc(NC(=O)C(F)(F)F)nc1C12CC3CC(CC(C3)C1)C2 | 7
O=C(O)COC(c1ccccc1)c1ccccc1 | 5
COc1ccc(N2C(=O)NC(=O)C3C2=NC(C)=NC3(C(F)(F)F)C(F)(F)F)cc1 (stereo unspecified) | -6
CCOC(=O)N1CCN(C(=O)CN2Cc3ccccc3OC(c3ccccc3F)C2)CC1 (stereo unspecified) | -5
CCOc1ccc(S(=O)(=O)N2CCN(c3cc(Cl)ccc3Cl)CC2)c2ccccc12 | 1
Nc1c(C(=O)Nc2ccccc2)sc2nc3c(c(-c4ccc(F)cc4)c12)CCC3 | -3

Four compounds already listed, ordered by the number in RBX1-CUL1 inh, low to high:
| smiles | RBX1-CUL1 inh |
| --- | --- |
| COc1ccc(N2C(=O)NC(=O)C3C2=NC(C)=NC3(C(F)(F)F)C(F)(F)F)cc1 (stereo unspecified) | -6 |
| Cc1c(C(C)NCc2ccccc2)cnn1-c1ccccc1 (stereo unspecified) | 1 |
| COC(=O)c1ccccc1NC(=O)Cn1c(=O)n(CCCCC(=O)NCc2ccc3c(c2)OCO3)c(=O)c2ccccc21 | 3 |
| Clc1cccc(CN2CCN(Cc3cn4ccccc4n3)CC2)c1 | 8 |

Other compounds:
SMILES | RBX1-CUL1 inh
Cc1ccc(C(=O)N2CCC(C(Cc3ccc(F)cc3F)N(C)C(=O)c3cccnc3)CC2)cc1C (stereo unspecified) | -2
COc1ccc(C2CCN(Cc3ccc(Sc4nncn4C)o3)c3ccccc3S2)cc1C (stereo unspecified) | -3
CCOC(=O)C1=C(C)N=c2s/c(=C\c3ccncc3)c(=O)n2C1c1cccs1 (stereo unspecified) | -3
Cc1cc(C)c(NC(=O)CCN2CCCCC2)c(C)c1 | 1
CC(C)(C)c1ccc(C2CCCCN2)cc1 (stereo unspecified) | 5
COc1ccc(CCCC(=O)Nc2cc(C)c(C)cc2Br)c(C)c1 | -5
COc1cccc(C(=O)Nc2ccccc2-c2nnc(-c3cccc(OC)c3)o2)c1 | -8
FC(F)(F)c1cc(Nc2nc3ccccc3c3nncn23)ccc1Cl | -7
Cc1ccc(-n2nc(C(=O)NCCN(C)C)c(=O)n(C)c2=O)cc1 | 3
NC(=O)CN1C(=O)N=CC(F)C1=O (stereo unspecified) | 5
O=C1c2ccccc2C(=O)N1CCOC1c2ccccc2C=Cc2ccc(Cl)cc21 (stereo unspecified) | 4
COc1ccc(C(=O)Nc2cccc(-c3cn4ccsc4n3)c2)cc1OC | -1
CNC(=O)c1cccnc1Nc1ccc(Cl)cc1 | -8
Cc1ccc(C2C(C(=O)c3ccc(Br)cc3)C(=O)C(=O)N2CCOCCO)cc1 (stereo unspecified) | 7
CCOC(=O)c1[nH]ncc1CN1CCOC(Cc2cccc3ccccc23)C1 (stereo unspecified) | 4
CCn1cc(Cl)c(C(=O)NC(C)c2ccc(C(C)(C)C)cc2)n1 (stereo unspecified) | -15
N#CC1C(=N)Oc2n[nH]c(-c3ccc(F)cc3)c2C1c1ccc(F)c(Br)c1 (stereo unspecified) | 12
Cc1nnnn1CCC(=O)N1CCN(c2cnn(C)c(=O)c2)CC1 | 1
CC1CCN(c2cc3c(cc2F)c(=O)c(S(=O)(=O)c2ccc(Cl)cc2)cn3C)CC1 | 8
N#Cc1ccccc1NC(=O)C(=O)NCC(c1ccc2c(c1)OCO2)N1CCN(c2ccccc2)CC1 (stereo unspecified) | 3
O=S=C1c2ccccc2S(=O)(=O)c2ccccc21 | 10
CCCSc1nc2sc(C(=O)OCC)c(C)c2c(=O)[nH]1 | -4

By substructure, the entries above containing a tert-butyl group.
SMILES | RBX1-CUL1 inh
CC(C)(C)c1ccc(C2CCCCN2)cc1 (stereo unspecified) | 5
CCn1cc(Cl)c(C(=O)NC(C)c2ccc(C(C)(C)C)cc2)n1 (stereo unspecified) | -15

Assay outcomes as filed in PubChem BioAssay.

A portion of the library. The share of hits here may be higher or lower than overall.
